Screening data: PubChem BioAssay, several laboratories
AI-2 QS modul – Vibrio harveyi AI-2 quorum sensing modulators, primary screen, JMH597 strain, luminescence/OD600 ratio; Vibrio harveyi JMH597 AI-2 luminescence/OD600 ratio, 9 h; active compounds read low; strain lacks LuxN and CqsS sensors; 0 = neutral-control median; activity change, % at 7.5 µM; hit rate 0.4% among 300,000; AID 2094, 2009; in the data active means activity change below about -75%, passing the limit was not always enough; inconclusive means no clear call, values can overlap the other calls;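 further: luminescence divided by OD600 gain over 9 h not by final OD600 alone; inactives centre near 13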
HDAC3 inh – HDAC3 deacetylase inhibitors, primary screen, biochemical, fluorescence, cell-free homogeneous; AID 2718, 2010; recombinant HDAC3, fluorogenic peptide/trypsin coupled; inhibition, % at 8.3 µM; hit rate 0.15% among 320,000; in the data active means inhibition above about 26%, passing the limit was not always enough; inconclusive means no clear call, values can overlap the other calls
Target sequence (O15379 whole entry, looked up): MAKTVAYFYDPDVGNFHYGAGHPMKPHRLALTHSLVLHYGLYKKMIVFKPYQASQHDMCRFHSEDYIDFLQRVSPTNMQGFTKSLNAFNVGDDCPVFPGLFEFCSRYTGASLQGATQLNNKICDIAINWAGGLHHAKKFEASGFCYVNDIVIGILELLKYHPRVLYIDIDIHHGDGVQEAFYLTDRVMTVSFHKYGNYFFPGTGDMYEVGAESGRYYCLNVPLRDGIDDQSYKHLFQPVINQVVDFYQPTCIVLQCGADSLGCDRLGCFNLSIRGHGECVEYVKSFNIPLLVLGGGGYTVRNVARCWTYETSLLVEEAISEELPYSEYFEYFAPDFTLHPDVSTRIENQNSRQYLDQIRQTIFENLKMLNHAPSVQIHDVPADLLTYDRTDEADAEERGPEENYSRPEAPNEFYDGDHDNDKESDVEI
PolyA inhibitor – polyadenylation inhibitors in yeast reporter cells, primary screen, luminescence, S. cerevisiae | S. cerevisiae SKY197-pL101 polyadenylation reporter, beta-gal luminescence; efflux-impaired pdr1/pdr3 knockout yeast; score 100 = 6 SD above DMSO | calls only at 12 µM | hit rate 0.02% among 300,000 | AID 1875, 2009;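 active means lowest replicate activity score at least 50, where 100 means six control SD above control mean; inconclusive means lowest score under 50 but half or more replicates reach 50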;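 further: yeast exposed to compound for 9 h at 30 °C; higher score means more reporter readthrough which indicates perturbed polyadenylation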
HSP90 refold inh – HSP90 inhibitors, primary screen, cell lysate, luminescence | Heat shock protein HSP 90 (rabbit reticulocyte lysate; luciferase refolding) | Rabbit reticulocyte lysate, luciferase refolding luminescence, 3 h | inhibition, % at 5.6 µM | hit rate 0.91% among 290,000;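 active means inhibition above the screen-wide mean plus 3 SD, computed separately per campaign, cut at about 16% in these data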;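 further: 0% = DMSO wells and 100% = 60 µM geldanamycin wells; inhibitors lower the luminescence because luciferase stays unfolded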
HSF1 activator – HSF-1 activators, primary screen, NIH3T3-HGL cells, MG132 stress, luminescence, single point; NIH3T3-HGL HSF-1 luciferase reporter, 8 h; 100% = twice DMSO control signal; activation, % at 9 µM; hit rate 1.7% among 300,000; AID 504408, 2011;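 active means mean replicate activation of at least 50% with a set share of replicates each reaching 50%; inconclusive means only one of those two conditions met; inactive means mean below 50% and too few replicates reaching it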;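 further: 0% = median of the neutral control wells and 100% = twice that signal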
GSK3 alpha inh – blockers of GSK3A enzyme activity – biochemical, luminescence, cell-free homogeneous, HTS, primary screen; Glycogen synthase kinase-3 alpha (Homo sapiens), P49840; AID 2650, 2010; GSK-3 alpha kinase, ADP-Glo luminescence, 60 min; hit rate 0.1% among 320,000; inhibition, % at 10 µM;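 in the data active means inhibition above about 50%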;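 further: GST-tagged GSK-3 alpha with peptide substrate and 25 µM ATP; 0% = DMSO neutral wells and 100% = GW8510 positive control wells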
Target sequence (P49840 whole entry, looked up): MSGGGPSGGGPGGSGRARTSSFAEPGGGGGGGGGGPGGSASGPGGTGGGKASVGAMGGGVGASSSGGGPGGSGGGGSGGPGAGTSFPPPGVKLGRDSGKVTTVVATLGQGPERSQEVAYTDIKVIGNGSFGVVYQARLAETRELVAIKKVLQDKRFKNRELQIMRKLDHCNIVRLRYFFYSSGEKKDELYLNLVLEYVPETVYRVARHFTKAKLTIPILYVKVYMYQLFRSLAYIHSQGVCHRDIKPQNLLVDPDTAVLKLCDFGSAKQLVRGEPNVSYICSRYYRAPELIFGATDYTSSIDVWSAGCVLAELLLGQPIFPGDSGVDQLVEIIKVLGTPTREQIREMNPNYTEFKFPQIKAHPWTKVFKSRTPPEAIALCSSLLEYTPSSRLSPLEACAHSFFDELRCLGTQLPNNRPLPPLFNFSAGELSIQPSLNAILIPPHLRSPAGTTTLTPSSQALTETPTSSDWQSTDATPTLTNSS
DYRK1A inh – rat Dyrk1A kinase inhibitors, primary screen, biochemical, single point, plate reader. Dual specificity tyrosine-phosphorylation-regulated kinase 1A (Rattus norvegicus), Q63470. ADP-Glo luminescence, NFATc1 peptide. inhibition, % at 12.5 µM. hit rate 0.43% among 310,000; in the data active means inhibition above about 50%;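 further: plate controls were vehicle with enzyme for no effect and no enzyme for full effect; many of its hits are not listed in these tables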
GSK3beta inhib – human GSK3beta kinase inhibitors, primary screen, biochemical, cell-free homogeneous, HTS; GST-GSK3beta kinase, ADP-Glo luminescence, 60 min; active compounds read low; activity score (negative = inhibition), % at 10 µM; hit rate 0.038% among 300,000;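 active means more than half of replicate wells score below -50%, meaning over 50% inhibition versus plate controls; inconclusive means some replicates but at most half score below -50%; inactive means no replicate scores below -50%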;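 further: 0% = median DMSO wells and -100% = median GW8510 positive control wells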
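Assay system: GST-fused GSK3beta enzyme, cell-free / Medium: Tris pH 7.5 buffer with MgCl2, DTT, BSA, heparin / Also added: peptide substrate plus 25 µM ATP (final) / Compound: 10 µM single point / Timing: kinase reaction with compound 60 min at room temperature / Detection: ADP-Glo luminescence / Benchmarks: DMSO neutral wells and GW8510 at 20 µM as positive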
Platelet DG rel – inhibitors of platelet dense granule secretion, primary screen, cell-based, MLPCN, human platelets | inhibition, %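 (compounds screened at 7.5 µM in platelet-rich plasma)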 | human platelet-rich plasma, SFLLRN dense granule ATP release, luminescence | hit rate 0.22% among 300,000;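 active means mean replicate score, as percent of positive control, at or above 50; inconclusive means mean below 50 but at least one replicate at or above 50; inactive means mean and every replicate below 50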
HSF1 inhib – HSF1 inhibitors in luciferase reporter cells, primary screen, cell-based, NIH3T3, luminescence | NIH3T3-HGL HSE-luciferase, MG132-induced, luminescence 8 h; active compounds read low | activity change, negative = inhibition, % at 7.5 µM (by protocol) | hit rate 0.77% among 300,000;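 active means more than half of replicate wells show activity change below -50%, luminescence cut by over half; inconclusive means some wells, but at most half, below -50%; inactive means no replicate well below -50%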;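 further: luciferase reports HSF-1 transcriptional activity via heat shock element; 0% = median of DMSO wells and -100% = zero luminescence signal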
Starred values were filed as active, the others as inactive; i = inactive; u = inconclusive; x = not tested or not shown. These rows are one share of the data; the hit share may differ from the screen's.

Start of the listing, in advance:
PolyA inhibitor,Platelet DG rel,HSF1 inhib,AI-2 QS modul,GSK3beta inhib,HSF1 activator,DYRK1A inh,HDAC3 inh,HSP90 refold inh,GSK3 alpha inh,SMILES
i,2,-1,20,2,-4,2,-23,0,1,Cc1cc2c(c(=O)n1C)C(Cc1ccccc1)C(C#N)=C(N)O2 (stereo not given)
i,66*,-8,10,6,-3,0,6,-5,x,CN(C)CCOC(=O)C1(c2ccccc2)CCCC1
i,-4,2,31,1,-3,1,1,-2,-1,CC1CCCCC1NC(=O)c1cccc(NC2=NC3CS(=O)(=O)CC3S2)c1 (stereo not given)
i,-4,-2,22,1,10,17,-57,5,7,CC1CN(C(=O)c2cc3c(=O)n4ccccc4nc3s2)CC(C)O1 (stereo not given)
i,-2,-11,25,4,-4,-6,-13,x,-2,CN(C)CCOC1c2ccccc2CSc2ccccc21 (stereo not given)
x,6,-10,0,-2,12,x,7,0,-1,CC(C)=NOCC(=O)Nn1c(COc2ccccc2)nc2ccccc2c1=O
i,8,-22,7,2,-33,-1,-2,1,-1,O=C(CCOc1ccccc1)N1CCN(S(=O)(=O)c2cccs2)CC1
i,0,9,12,3,3,-1,2,-1,-3,O=C(OC(C(=O)Nc1ccc([N+](=O)[O-])cc1Br)c1ccccc1)c1ccccc1 (stereo not given)

All compounds of this part (from the top)
PolyA inhibitor,Platelet DG rel,HSF1 inhib,AI-2 QS modul,GSK3beta inhib,HSF1 activator,DYRK1A inh,HDAC3 inh,HSP90 refold inh,GSK3 alpha inh,SMILES
i,2,-1,20,2,-4,2,-23,0,1,Cc1cc2c(c(=O)n1C)C(Cc1ccccc1)C(C#N)=C(N)O2 (stereo not given)
i,66*,-8,10,6,-3,0,6,-5,x,CN(C)CCOC(=O)C1(c2ccccc2)CCCC1
i,-4,2,31,1,-3,1,1,-2,-1,CC1CCCCC1NC(=O)c1cccc(NC2=NC3CS(=O)(=O)CC3S2)c1 (stereo not given)
i,-4,-2,22,1,10,17,-57,5,7,CC1CN(C(=O)c2cc3c(=O)n4ccccc4nc3s2)CC(C)O1 (stereo not given)
i,-2,-11,25,4,-4,-6,-13,x,-2,CN(C)CCOC1c2ccccc2CSc2ccccc21 (stereo not given)
x,6,-10,0,-2,12,x,7,0,-1,CC(C)=NOCC(=O)Nn1c(COc2ccccc2)nc2ccccc2c1=O
i,8,-22,7,2,-33,-1,-2,1,-1,O=C(CCOc1ccccc1)N1CCN(S(=O)(=O)c2cccs2)CC1
i,0,9,12,3,3,-1,2,-1,-3,O=C(OC(C(=O)Nc1ccc([N+](=O)[O-])cc1Br)c1ccccc1)c1ccccc1 (stereo not given)
i,-1,-5,4,-4,-2,3,7,-1,2,N#CC(C#N)=CNc1cccnc1
i,9,-7,-2,2,-4,-1,-7,-4,0,Cc1cccc(N2C(=O)CC(N3CCOCC3)C2=O)c1 (stereo not given)
i,-3,0,4,-1,-4,-2,8,-1,6,COc1cc(C2C(C#N)=C(N)Oc3cc(O)ccc32)cc2c1OCO2 (stereo not given)
i,10,-7,6,2,-3,22,0,x,0,COc1ccc(OC)c(NC(=O)Nc2ccc(O)c3ccccc23)c1
x,-4,2,12,-6,15,0,7,1,1,O=C(NC(=S)Nc1ccc(S(=O)(=O)Nc2ccccc2)cc1)C1CC1
i,6,-2,8,-2,8,4,6,1,-3,CCOC(=O)c1c(C)c(C#N)c2c3ccccc3ccn12
i,-14,-6,19,-1,-18,-8,8,-3,0,Cc1cccc(C)c1NC(=O)c1ccccc1C(=O)O

Some values from the list:
Reading of CC(C)=NOCC(=O)Nn1c(COc2ccccc2)nc2ccccc2c1=O under Platelet DG rel: 6
Reading of CCOC(=O)c1c(C)c(C#N)c2c3ccccc3ccn12 under DYRK1A inh: 4

Remaining list, next part
PolyA inhibitor,Platelet DG rel,HSF1 inhib,AI-2 QS modul,GSK3beta inhib,HSF1 activator,DYRK1A inh,HDAC3 inh,HSP90 refold inh,GSK3 alpha inh,SMILES
i,-6,-5,39,2,9,-3,-1,2,-4,Cc1noc(NS(=O)(=O)c2ccc(NC(=O)CCCOc3ccc(Cl)cc3Cl)cc2)c1C
x,4,-4,22,-2,0,0,-4,-1,-8,Cc1cc(-c2ccc(S(=O)(=O)N3CCc4ccccc4C3)s2)on1
i,-6,-6,22,-3,-3,-2,x,-5,x,COc1ccc(OC)c(NC(=O)COC(=O)/C=C/c2ccccc2Cl)c1
i,-4,-3,-5,-2,-17,5,-4,x,-2,NC(CS(=O)O)C(=O)O (stereo not given)
i,-4,4,16,0,-9,x,-158,0,0,COc1ccc(-c2ccnc3nc(/N=C/N(C)C)nn23)cc1
i,0,-6,21,-2,0,7,-1,-3,1,CCOC(=O)CNC(=O)C(=O)c1c(O)[nH]c2ccccc12
i,-1,-7,29,-5,-1,1,0,x,-1,CC(C)CN(C(=O)COC(=O)CN1C(=O)c2ccccc2C1=O)c1c(N)n(Cc2ccccc2)c(=O)[nH]c1=O
i,-5,14,13,0,28,-5,15,5,-7,O=S(Cc1ccccc1)CC(O)(c1ccc(Cl)cc1)c1ccc(Cl)cc1 (stereo not given)
i,-2,-9,36,0,-4,-4,2,-2,0,CN(C)c1ccc(C(=O)NNC(=O)Nc2ccccc2)cc1
i,2,-2,19,2,4,x,9,-3,4,O=C(c1ccc(Cl)cc1)C1CCCN(Cc2cnn(-c3ccccc3)c2)C1 (stereo not given)
i,-9,31,-19,0,47,13,11,0,4,O=C(N/N=C/c1ccccc1C(F)(F)F)c1ccc(O)cc1
i,8,5,17,4,20,7,18,-3,-1,CCOc1ccccc1C(=O)Nc1ccc(S(=O)(=O)Nc2cc(OC)nc(OC)n2)cc1
i,-5,-6,7,-2,1,6,-5,-1,-2,CCCNc1nc2ccccc2c(=O)[nH]1
i,13,-5,15,1,-7,-1,-4,8,1,COc1ccc(CCNC(=O)C23CCC(C)(C(=O)C2=O)C3(C)C)cc1OC (stereo not given)
i,2,-10,13,3,-2,0,2,0,4,Cc1ccc(O)c(C(CC(=O)N2CCCC2)c2ccccc2)c1 (stereo not given)
i,5,-69*,5,-1,-77,-1,-4,-1,0,O=C(CSc1ccccc1F)NC1CCS(=O)(=O)C1 (stereo not given)
i,8,-5,20,-1,-1,3,10,-7,-1,O=C(CN1CCC(n2nnc3cc(F)ccc32)CC1)NCc1ccco1
i,-3,x,11,0,x,-3,-7,2,-1,Cc1ccc(-c2cc(-c3ccccc3O)nc(N/N=C/c3cccnc3)n2)cc1
i,3,7,28,-1,15,1,3,1,-2,NC(=O)c1nsc(C(=O)N(c2ccc3c(c2)OCO3)C(C(=O)NCC2CCCO2)c2ccc(F)cc2)c1N (stereo not given)
i,-1,-1,20,0,-4,-2,2,-3,6,Cc1ccc(S(=O)(=O)N2CCC(C)CC2)c([N+](=O)[O-])c1
i,-8,0,x,x,17,-10,1,-3,2,CCOc1ccccc1N1CCN(C(=O)NC(C)c2ccc(F)c(F)c2)CC1 (stereo not given)
i,11,9,0,1,-1,-3,u,1,-5,O=C(NCc1ccc2c(c1)OCO2)c1cc(-c2cc(Cl)ccc2O)n[nH]1
i,2,2,34,2,-1,0,-1,-6,1,O=C(OCC(=O)N(C1CCCCC1)C1CCCCC1)c1ccc(O)cc1
i,-4,-56*,7,1,-63,-4,4,-3,-1,CC(C)N1CCC(N2CCN(C3CCCC3)CC2CCO)CC1 (stereo not given)
i,26,-3,-3,2,9,15,-4,14,5,COc1ccc(S(=O)(=O)N2CCCCCC2)cc1C(=O)Nc1cccc(C)n1
i,-4,-3,15,2,-7,x,2,-1,-1,CC(C)CC(NC(=O)C1CCC(=O)N1)C(=O)NC(CC(C)C)C(=O)N1CCCC1C(N)=O (stereo not given)
i,-4,-21,-1,-1,-19,6,-1,0,3,COc1cc(N)ccc1NC(=O)c1cc2ccccc2o1
i,1,4,17,0,-4,4,7,-4,-5,COc1cccc(C2C3=C(CC(C)(C)CC3=O)Nc3cc(OC)c(OC)cc32)c1 (stereo not given)
i,-4,6,12,0,14,34,-1,-4,-1,CC(=O)N(c1cccc(Br)c1)c1nc(C)cc(C)c1C#N
i,-6,x,4,-2,x,2,5,4,0,Brc1ccc(-c2csc(N/N=C/c3ccco3)n2)cc1
i,-7,4,5,-5,3,8,-3,-2,6,Cc1cc(C)n(-c2nc(SCCN(C)C)c3c4c(sc3n2)CCCC4)n1
